Screens: PubChem, National Center for Advancing Translational Sciences (NCATS)
FEN1 inh = qHTS Assay for the Inhibitors of Human Flap endonuclease 1 (FEN1). AID 588795, 2011. P39748. Recombinant FEN1 flap cleavage, fluorescence, 15 min. Potency, µM (top dose mostly 114 µM), without a hit: top-dose activity change, negative = inhibition, hits mostly inhibitors. 390,000 compounds, 0.35% hits; note: nearly all actives have a fitted effect of over 65% in size
Target sequence (P39748 whole entry, looked up): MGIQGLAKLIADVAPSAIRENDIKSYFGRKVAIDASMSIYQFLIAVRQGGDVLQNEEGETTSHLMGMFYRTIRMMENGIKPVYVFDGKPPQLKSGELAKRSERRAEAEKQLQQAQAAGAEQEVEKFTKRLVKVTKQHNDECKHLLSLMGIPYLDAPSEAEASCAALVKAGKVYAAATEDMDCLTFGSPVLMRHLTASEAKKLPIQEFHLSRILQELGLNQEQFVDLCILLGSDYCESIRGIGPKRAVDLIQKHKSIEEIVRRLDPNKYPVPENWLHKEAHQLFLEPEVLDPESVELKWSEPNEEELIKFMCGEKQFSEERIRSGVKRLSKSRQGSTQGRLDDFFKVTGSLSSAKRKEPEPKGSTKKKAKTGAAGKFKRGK
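Steps: FEN1 (10 nM) dispensed; compound added by pin tool; 15 min at room temperature; substrate added to 50 nM final; reads at 0 min and 15 min; data normalized and fitted (four-parameter Hill).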
N370S GC mod = qHTS Assay for Inhibitors and Activators of N370S glucocerebrosidase as a Potential Chaperone Treatment of Gaucher Disease. Lysosomal acid glucosylceramidase (Homo sapiens), P04062. N370S GC spleen homogenate, 4MU-glucoside fluorescence. Potency, µM (series often up to 59.4 µM), for inactives: at the top dose activity change, negative = inhibition, hits mostly inhibitors. 330,000 compounds, 0.092% hits;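 note: 0% = full enzyme activity and -100% = no enzyme basal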
DT40 TDP1 CPT = qHTS for Inhibitors of human tyrosyl-DNA phosphodiesterase 1 (TDP1): qHTS in cells in presence of CPT; chicken DT40 Tdp1-/-;hTDP1 cells + 20 nM CPT, ATP luminescence, 48 h; Potency, µM (highest dose often 46.2 µM), for inactives: at the top dose activity change, negative = growth inhibition, actives largely listed as inhibitors; 420,000 compounds, 12% hits; AID 686979, 2013; note: nearly all actives have a fitted effect of over 55% in size
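Cell growth measured by CellTiter-Glo luminescence after a minimum 48 h, 37 C compound exposure with 20 nM CPT in Tdp1-knockout DT40 cells stably expressing hTDP1, seeded 400/well; qHTS titration format.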
The depositor's hits bear a star. Calls come from the whole dose curve; as a rule, active = well fitted curve in the direction sought with a large enough effect; inconclusive = small, poorly fitted or top-dose-only effect, or another doubt; inactive = no such curve, though single readings can be large; an effect the other way counts as inactive or inconclusive. Unless noted, % is set by controls: 0 for no effect and ±100 for the full control effect; potency is the fitted concentration of half-maximal effect. A portion of the library (hit frequency here may not be typical).

Screening O=C(Nc1c(F)c(F)c(F)c(F)c1F)C1CCCCC1 returned FEN1 inh 9%, N370S GC mod -7% and DT40 TDP1 CPT -2%.
Screening Cc1ccccc1C(=O)NC(NCC1CCCO1)C(Cl)(Cl)Cl (stereo unspecified) returned FEN1 inh 7%, N370S GC mod 3% and DT40 TDP1 CPT -8%.
`CC1(C)C2CCC(C2)C1(C)NC(=O)C[N+](C)(C)C` (stereo unspecified) gave FEN1 inh -12%, N370S GC mod -13% and DT40 TDP1 CPT -15%.
`CC1(C)CC(=O)C(C2(O)C(=O)Nc3ccccc32)CO1` (stereo unspecified) gave FEN1 inh 7%, N370S GC mod -7% and DT40 TDP1 CPT 19%.
For CN(C)c1ccc(CNC(=O)c2ccc3nc(Cc4ccccc4)oc3c2)cc1 the results were FEN1 inh 1% and DT40 TDP1 CPT inconclusive.
Screening NS(=O)(=O)c1ccc(CNC(=O)c2ccc(Br)o2)cc1 returned FEN1 inh -1%, N370S GC mod 3% and DT40 TDP1 CPT -1%.
Screening CCC(C)(C)n1nnnc1C(c1cc(OC)ccc1OC)N1CCN(Cc2ccccc2)CC1 (stereo unspecified) returned FEN1 inh -23%, N370S GC mod -9% and DT40 TDP1 CPT inconclusive.
Screening CC(C)CCN1CCN(CCCc2ccccc2)CC1CCO (stereo unspecified) returned FEN1 inh -3%, N370S GC mod -6% and DT40 TDP1 CPT -2%.
O=C(COc1ccccc1)OCC(=O)c1ccc(O)cc1O was read as FEN1 inh 3% and DT40 TDP1 CPT -2%.
For O=C(CC1SC(=NCC2CCCO2)NC1=O)Nc1cccc2ccccc12 (stereo unspecified) the results were FEN1 inh -4%, N370S GC mod -2% and DT40 TDP1 CPT 9%.
`C=CCNC(=O)CSc1nc2sc3c(c2c(=O)n1CCCOC)CCC3` gave FEN1 inh 10%, N370S GC mod -5% and DT40 TDP1 CPT -16%.
Screening O=C(/C=C/c1ccccc1)c1ccc2c(c1)OCCCCO2 returned FEN1 inh 6%, N370S GC mod 21% and DT40 TDP1 CPT -29%.
O=C(CNC(=O)c1cccs1)NCC(=O)OCc1c(F)cccc1Cl was read as FEN1 inh 8%, N370S GC mod -9% and DT40 TDP1 CPT 5%.
Screening COc1ccc(C(=O)/C=C/Nc2ccc([N+](=O)[O-])cc2)cc1 returned FEN1 inh -8%, N370S GC mod 4% and DT40 TDP1 CPT -7%.
`CCc1nc(-c2ccccc2)c2ccccn12` gave FEN1 inh 0%, N370S GC mod -3% and DT40 TDP1 CPT 0%.
`COc1ccc(CN(CCC(C)C)S(=O)(=O)c2ccccc2Br)c(OC)c1` gave FEN1 inh inconclusive and DT40 TDP1 CPT inconclusive.
Cc1cnc(Nc2nc3ccccc3o2)nc1C(=O)Nc1cccc(C(F)(F)F)c1 was read as FEN1 inh 2%, N370S GC mod 6% and DT40 TDP1 CPT 23µM*.
O=C(COc1ccc(Br)cc1)NCCCNC(=O)c1cccnc1 was read as FEN1 inh 20%, N370S GC mod -3% and DT40 TDP1 CPT inconclusive.
`O=C(COC(=O)C1CC1)NC(=O)c1ccccc1` gave FEN1 inh -3% and DT40 TDP1 CPT inconclusive.
`O=C(CCC1CCCCC1)NCCN1C2=NC[C@H](Cc3ccccc3)N2C[C@H]1Cc1ccc(O)cc1` gave FEN1 inh 14%, N370S GC mod 5% and DT40 TDP1 CPT 21µM*.

Random excerpt: 4 compounds from above.
`CCc1nc(-c2ccccc2)c2ccccn12` gave FEN1 inh 0%, N370S GC mod -3% and DT40 TDP1 CPT 0%.
`COc1ccc(CN(CCC(C)C)S(=O)(=O)c2ccccc2Br)c(OC)c1` gave FEN1 inh inconclusive and DT40 TDP1 CPT inconclusive.
Screening CCC(C)(C)n1nnnc1C(c1cc(OC)ccc1OC)N1CCN(Cc2ccccc2)CC1 (stereo unspecified) returned FEN1 inh -23%, N370S GC mod -9% and DT40 TDP1 CPT inconclusive.
Cc1cnc(Nc2nc3ccccc3o2)nc1C(=O)Nc1cccc(C(F)(F)F)c1 was read as FEN1 inh 2%, N370S GC mod 6% and DT40 TDP1 CPT 23µM*.

By substructure, the entries above with an aryl methoxy group.
Screening CCC(C)(C)n1nnnc1C(c1cc(OC)ccc1OC)N1CCN(Cc2ccccc2)CC1 (stereo unspecified) returned FEN1 inh -23%, N370S GC mod -9% and DT40 TDP1 CPT inconclusive.
Screening COc1ccc(C(=O)/C=C/Nc2ccc([N+](=O)[O-])cc2)cc1 returned FEN1 inh -8%, N370S GC mod 4% and DT40 TDP1 CPT -7%.
`COc1ccc(CN(CCC(C)C)S(=O)(=O)c2ccccc2Br)c(OC)c1` gave FEN1 inh inconclusive and DT40 TDP1 CPT inconclusive.

New compounds follow:
For CCOC(=O)C1=C(C)NC(SCC(N)=O)=C(C#N)C1c1ccccc1 (stereo unspecified) the results were FEN1 inh -5%, N370S GC mod 1% and DT40 TDP1 CPT -18%.
Screening Cc1ccc(NC(=O)Cn2c(C)cc(C)c(C#N)c2=O)cc1 returned FEN1 inh 23% and DT40 TDP1 CPT 3%.
`COc1ccc(OC)c(C2C(C(=O)c3ccc(C)o3)=C(O)C(=O)N2CCCN2CCOCC2)c1` (stereo unspecified) gave FEN1 inh 0% and DT40 TDP1 CPT 11%.
`Cc1cccc(CS(=O)(=O)c2ncc(Cl)c(C(=O)Nc3ccc(F)cc3)n2)c1` gave FEN1 inh -6%, N370S GC mod -2% and DT40 TDP1 CPT 1.3µM*.
CCOc1cc(/C=C2/C(=N)N3OC(C)=CC3=NC2=O)ccc1OC was read as FEN1 inh -1%, N370S GC mod 27% and DT40 TDP1 CPT 1%.
CCOc1ccc(NC(=O)c2ccc3c(c2)C(=O)N(Cc2ccncc2)C3=O)cc1 was read as FEN1 inh 10%, N370S GC mod -2% and DT40 TDP1 CPT inconclusive.
For CCC(C)(C)C1CCc2[nH]nc(C(=O)NCc3ccccn3)c2C1 (stereo unspecified) the results were FEN1 inh -11%, N370S GC mod -3% and DT40 TDP1 CPT 15µM*.
`COc1ccc(C)cc1C1=Nc2ccccc2C1(C)C` gave FEN1 inh -4%, N370S GC mod 18% and DT40 TDP1 CPT -6%.
Screening O=S(=O)(/N=C(/c1ccccc1)N1CCCCCC1)c1ccccc1 returned FEN1 inh -1%, N370S GC mod 7% and DT40 TDP1 CPT -10%.
Screening COc1ccc(NC(=O)/C(C#N)=C/c2ccc(-c3ccc(Cl)c(C(=O)O)c3)o2)cc1 returned FEN1 inh inconclusive, N370S GC mod -5% and DT40 TDP1 CPT 18µM*.
COc1ccc(/C=C/C2=NN(C)C(=O)CC2)cc1 was read as FEN1 inh -6%, N370S GC mod -1% and DT40 TDP1 CPT -27%.
COc1cccc(N2CCN(C3CC(=O)N(c4ccc(Cl)cc4)C3=O)CC2)c1 (stereo unspecified) was read as FEN1 inh 1%, N370S GC mod -16% and DT40 TDP1 CPT -3%.
For CC(C)n1c(SCC(=O)NC2CC2)nnc1C1CC1 the results were FEN1 inh -2%, N370S GC mod -2% and DT40 TDP1 CPT 13%.
`CCN(CC)c1ccc(NC(=O)c2ccccn2)cc1S(=O)(=O)Nc1ccccc1OC` gave FEN1 inh 3%, N370S GC mod 1% and DT40 TDP1 CPT 16µM*.
COc1ccc(CN(C(=O)COc2ccccc2)c2ccccc2C(=O)O)cc1 was read as FEN1 inh -6%, N370S GC mod 7% and DT40 TDP1 CPT -4%.
For CCC(CC)C(=O)Nc1cc(-c2cn3cccnc3n2)ccc1OC the results were FEN1 inh 19% and DT40 TDP1 CPT -5%.
O=C(N/N=C/c1ccco1)C1(O)c2ccccc2-c2ccccc21 was read as FEN1 inh -8%, N370S GC mod -5% and DT40 TDP1 CPT 4%.
Screening COc1ccc2occ(C(=O)c3ccc(N=C(C)N(C)C)cc3)c2c1 returned FEN1 inh 4%, N370S GC mod -6% and DT40 TDP1 CPT 16µM*.
`Cc1cc(-c2nc3ncccc3o2)ccc1NC(=S)NC(=O)C(C)C` gave FEN1 inh -6%, N370S GC mod -16% and DT40 TDP1 CPT 2%.
`COc1ccc(NC(=O)COC(=O)C2CCN(C(=O)c3ccc(Cl)cc3)CC2)c([N+](=O)[O-])c1` gave FEN1 inh 5% and DT40 TDP1 CPT -1%.
Screening COc1cc(C(C)=O)ccc1OCC(=O)Nc1cc(S(=O)(=O)N2CCOCC2)ccc1N1CCCC1 returned FEN1 inh 16% and DT40 TDP1 CPT inconclusive.
CCn1cnc2cc(NS(=O)(=O)c3ccc(C)cc3)ccc21 was read as FEN1 inh -9%, N370S GC mod 19% and DT40 TDP1 CPT inconclusive.
Screening O=C(Cn1cc[n+](CC(=O)c2ccc(Cl)cc2Cl)c1)c1ccc(Cl)cc1Cl returned FEN1 inh 28%, N370S GC mod -1% and DT40 TDP1 CPT inconclusive.
For O=C(Nc1ccccc1C(=O)N1CCCC1)C1CCN(c2ncccn2)CC1 the results were FEN1 inh -1%, N370S GC mod 1% and DT40 TDP1 CPT -3%.
`COC(=O)CCSC(=S)N1CCOCC1` gave FEN1 inh -7%, N370S GC mod 2% and DT40 TDP1 CPT 6%.
Screening Cc1cc(C(=O)N/N=C2\CCCC(=O)C2)c(C)n1-c1ccccc1 returned FEN1 inh -4%, N370S GC mod 0% and DT40 TDP1 CPT 5%.
Screening Cc1ccc(CNC(=O)C(=O)Nc2c3c(nn2-c2ccc(F)cc2)CSC3)cc1 returned FEN1 inh -4% and DT40 TDP1 CPT inconclusive.
For COC(=O)c1ccc(CNC(=O)COc2ccccc2Br)o1 the results were FEN1 inh 10%, N370S GC mod 4% and DT40 TDP1 CPT -20%.
CCN(CC)CCCNC(=S)N(CCCO)Cc1cc2cc3c(cc2[nH]c1=O)OCO3 was read as FEN1 inh -10%, N370S GC mod inconclusive and DT40 TDP1 CPT -4%.
Screening O=C(Cc1ccccc1)Nc1cccc(NC(=O)c2ccccc2)c1 returned FEN1 inh 0%, N370S GC mod 6% and DT40 TDP1 CPT -4%.
`O=C(COC(=O)c1cc(-c2cccs2)nc2ccccc12)c1ccc(Cl)cc1` gave FEN1 inh 15% and DT40 TDP1 CPT inconclusive.
Screening Cn1c(-c2ccccc2)nc2cnccc21 returned FEN1 inh -2%, N370S GC mod 1% and DT40 TDP1 CPT inconclusive.
Screening COc1ccccc1N1CCN(C(=O)C2CCC(CNS(=O)(=O)c3ccc(NC(C)=O)cc3)CC2)CC1 (stereo unspecified) returned FEN1 inh -3%, N370S GC mod -16% and DT40 TDP1 CPT inconclusive.
For CCCN(Cc1ccccc1)C(=S)Nc1cccc(C)c1C the results were FEN1 inh -6%, N370S GC mod 2% and DT40 TDP1 CPT inconclusive.
`Cc1ccc(S(=O)(=O)NCC(c2cccnc2)N2CCOCC2)cc1` (stereo unspecified) gave FEN1 inh -6%, N370S GC mod 0% and DT40 TDP1 CPT 4%.
Screening CSC1=NCCN1C(=O)Cc1cccc2ccccc12 returned FEN1 inh -7%, N370S GC mod 6% and DT40 TDP1 CPT -4%.
For NNc1ccc(Cl)c(C(=O)O)c1 the results were FEN1 inh -3%, N370S GC mod 0% and DT40 TDP1 CPT -21%.
CCCCNC(=O)Nc1ccon1 was read as FEN1 inh 6%, N370S GC mod 25% and DT40 TDP1 CPT -7%.
Cc1c(C)c2c(cc(C)c3c(-c4ccc(Br)cc4)coc32)oc1=O was read as FEN1 inh 6% and DT40 TDP1 CPT 3%.
`COc1ccc(-c2noc(N3CCC(C(=O)NCCCN4CC(C)CC(C)C4)CC3)n2)cc1` (stereo unspecified) gave FEN1 inh -5%, N370S GC mod -8% and DT40 TDP1 CPT 3.7µM*.
`C/C(=N/OC(=O)c1ccc(C)cc1)c1ccc(N2C(=O)C3CCCCC3C2=O)cc1` (stereo unspecified) gave FEN1 inh -1%, N370S GC mod 8% and DT40 TDP1 CPT inconclusive.
For CCC[N+]1(CC#CCC(c2ccccc2)c2ccccc2)CCCCC1 the results were FEN1 inh 4%, N370S GC mod -12% and DT40 TDP1 CPT 1.5µM*.
`COC(=O)CCN(C(=O)c1cccc(OC(C)=O)c1)c1ccccn1` gave FEN1 inh 7%, N370S GC mod -14% and DT40 TDP1 CPT -3%.
For COc1ccc2[nH]c3c(c2c1)CCN1C(=O)C(CC(=O)NC/C=C(\C)CCC=C(C)C)C[C@H](C(=O)N2CCOCC2)[C@@]31CCC1CCCC1 (stereo partly specified) the results were FEN1 inh 11% and DT40 TDP1 CPT 15µM*.
For CC(=O)N1CCC(N(Cc2ccc(C)o2)C(=O)Nc2ccccc2F)CC1 the results were FEN1 inh -2% and DT40 TDP1 CPT -17%.
For O=C(CCC(=O)Nc1ccc(F)cc1)N/N=C/c1cccc(Br)c1 the results were FEN1 inh -6%, N370S GC mod -9% and DT40 TDP1 CPT 2%.
For COc1ccc(S(=O)(=O)N(C(C)=O)c2ccc3oc(=O)sc3c2)cc1 the results were FEN1 inh 1%, N370S GC mod -12% and DT40 TDP1 CPT inconclusive.
Screening CC(C)(C)c1ccc(N2C(=N)SCC2=O)cc1 returned FEN1 inh 32%, N370S GC mod 1% and DT40 TDP1 CPT -12%.
